Screening data deposited in PubChem BioAssay by several laboratories.
TRPC4 act = activators of mouse TRPC4 channel, primary screen, Fluo4 calcium, HEK293 TRPC4beta/mu-opioid cells; Short transient receptor potential channel 4 (Mus musculus), Q9QUQ5; Fluo4 calcium fluorescence; hits give high values; B-score at 10 µM; actives 0.49% (n = 310,000);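 active = B-score above 5 SD of library B-scores, and initial fluorescence ratio not above library mean plus 5 SD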;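 note: positive B-score marks a calcium rise read as TRPC4 activation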
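Material: HEK293 stable line with TRPC4beta plus mu-opioid receptor; technique: Fluo4 calcium-sensitive dye fluorescence, kinetic, 1 Hz baseline; timing: Fluo4 dye loading 45 min at room temperature, 110 s recording; controls: assay buffer as low control, maximal DAMGO as high control; read-out: integrated baseline-normalised fluorescence ratio, converted to per-well B score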
Platelet DG rel = inhibitors of platelet dense granule secretion, primary screen, cell-based, MLPCN, human platelets; human platelet-rich plasma, SFLLRN dense granule ATP release, luminescence; inhibition, %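 (compounds screened at 7.5 µM in platelet-rich plasma)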; actives 0.22% (n = 300,000);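 active = mean replicate score, as percent of positive control, at or above 50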
hERG protect = hERG rescue from dofetilide block, primary screen, cell-based, CHO-hERG, FluxOR thallium flux, dofetilide IC70 | activation (rescue from dofetilide block), less the hit threshold, % at 10 µM | actives 0.51% (n = 310,000) | dofetilide IC70 present | AID 1511, 2009 | Voltage-gated inwardly rectifying potassium channel KCNH2 (Homo sapiens), Q12809;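 active = activation above the mean of controls blocked by dofetilide plus 5 SD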;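 note: thallium influx through hERG after potassium depolarization seen as dye fluorescence rise; in these data hits start at about 4.7%; inactives centre near -7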
DYRK1A inh = rat Dyrk1A kinase inhibitors, primary screen, biochemical, single point, plate reader. Dual specificity tyrosine-phosphorylation-regulated kinase 1A (Rattus norvegicus), Q63470. ADP-Glo luminescence, NFATc1 peptide. inhibition, % at 12.5 µM. actives 0.43% (n = 310,000). AID 504441, 2011; in the data active = inhibition above about 50%;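 note: plate controls were vehicle with enzyme for no effect and no enzyme for full effect; many of its hits are not listed in these tables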
PolyA inh = polyadenylation inhibitors in yeast reporter cells, primary screen, luminescence, S. cerevisiae. S. cerevisiae SKY197-pL101 polyadenylation reporter, beta-gal luminescence; efflux-impaired pdr1/pdr3 knockout yeast; score 100 = 6 SD above DMSO. AID 1875, 2009. calls only at 12 µM. actives 0.02% (n = 300,000);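 active = lowest replicate activity score at least 50, where 100 means six control SD above control mean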;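 note: yeast exposed to compound for 9 h at 30 °C; higher score means more reporter readthrough which indicates perturbed polyadenylation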
KCNQ1 inh = inhibitors of human KCNQ1 channel, primary screen, cell-based, thallium flux, high-throughput; B-score at 10 µM; actives 1.3% (n = 310,000); Potassium voltage-gated channel subfamily KQT member 1 (Homo sapiens), P51787; CHO-K1 KCNQ1, FluxOR thallium flux fluorescence; hits give high values;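 active = compounds whose thallium flux B-score, printed positive for inhibition, exceeds three library SD while starting fluorescence stays within three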;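 note: channel opened by potassium depolarization with thallium stimulus after 20 min compound exposure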
Target sequence (P51787 whole entry, looked up): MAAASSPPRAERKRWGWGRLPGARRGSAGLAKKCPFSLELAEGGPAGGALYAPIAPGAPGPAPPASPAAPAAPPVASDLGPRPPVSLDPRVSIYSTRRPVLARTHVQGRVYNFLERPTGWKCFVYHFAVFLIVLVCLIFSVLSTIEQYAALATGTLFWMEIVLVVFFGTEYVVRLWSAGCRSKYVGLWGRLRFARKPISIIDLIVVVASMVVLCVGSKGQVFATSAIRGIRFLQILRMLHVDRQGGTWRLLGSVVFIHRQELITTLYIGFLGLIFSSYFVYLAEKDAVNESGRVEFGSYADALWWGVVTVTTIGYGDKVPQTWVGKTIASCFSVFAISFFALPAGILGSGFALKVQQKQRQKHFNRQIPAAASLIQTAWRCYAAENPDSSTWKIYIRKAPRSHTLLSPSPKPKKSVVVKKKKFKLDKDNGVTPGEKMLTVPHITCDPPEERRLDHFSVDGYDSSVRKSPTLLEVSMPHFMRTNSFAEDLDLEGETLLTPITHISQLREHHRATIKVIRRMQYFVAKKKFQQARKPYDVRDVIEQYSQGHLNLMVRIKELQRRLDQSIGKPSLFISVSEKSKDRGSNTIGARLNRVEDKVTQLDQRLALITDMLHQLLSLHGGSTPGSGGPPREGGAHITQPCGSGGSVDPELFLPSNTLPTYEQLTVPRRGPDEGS
TRPC4 PAM = positive allosteric modulators of TRPC4, primary screen, cell-based, mouse TRPC4beta, HEK293 mu-opioid, Fluo-4 calcium; DAMGO EC20, Fluo-4 Ca2+ flux; hits give high values; B-score at 10 µM; actives 0.42% (n = 310,000); AID 2227, 2009;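 active = B-score of calcium response area above 5 SD of library B-scores, with initial fluorescence ratio within 5 SD of library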;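 note: B-score of integrated fluorescence ratio over time as area under calcium response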
KCNK9 inh = KCNK9 potassium channel inhibitors, primary screen, HEK293 cells, thallium flux. Potassium channel subfamily K member 9 (Homo sapiens), Q9NPC2. FluxOR thallium flux fluorescence; hits give low values. B-score at 10 µM. actives 1.2% (n = 310,000);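 active = ratio B-score over 3 SD below the library mean, with starting fluorescence within 5 SD of its mean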;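 note: negative B-score means less thallium flux so channel inhibition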
Target sequence (Q9NPC2 whole entry, looked up): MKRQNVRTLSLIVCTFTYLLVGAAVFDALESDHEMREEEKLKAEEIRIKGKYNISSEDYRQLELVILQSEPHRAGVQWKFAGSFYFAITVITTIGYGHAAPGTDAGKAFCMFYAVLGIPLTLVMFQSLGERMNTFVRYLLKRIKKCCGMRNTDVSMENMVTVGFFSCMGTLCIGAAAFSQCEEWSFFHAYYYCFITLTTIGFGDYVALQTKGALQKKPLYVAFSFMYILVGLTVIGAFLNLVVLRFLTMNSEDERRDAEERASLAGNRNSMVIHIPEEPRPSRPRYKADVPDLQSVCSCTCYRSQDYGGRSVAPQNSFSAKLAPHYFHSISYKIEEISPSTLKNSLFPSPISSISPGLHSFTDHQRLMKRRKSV
KCNQ1 act = potentiators or activators of KCNQ1 channel, primary screen, cell-based, thallium flux, high-throughput; Potassium voltage-gated channel subfamily KQT member 1 (Homo sapiens), P51787; CHO-K1 KCNQ1, thallium flux FluxOR fluorescence; hits give high values; B-score at 10 µM; actives 0.35% (n = 310,000); AID 2648, 2010;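 active = fluorescence ratio B-score, a plate-corrected score, at least three library SD, with initial intensity B-score within 5 SD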
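Medium – assay buffer, equal DMSO in all wells · Material – CHO-K1 cell line with stable KCNQ1 potassium channel expression · Signal – kinetic FluxOR thallium fluorescence, 10-s 1-Hz baseline, 110-s post-stimulus read · Compound – single concentration per compound, DMSO matched to controls · Schedule – 37 °C overnight plating, 90-min dark dye load, 20-min compound pretreatment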
KCNK3 block = human KCNK3 channel inhibitors, primary screen, CHO cells, FluxOR thallium flux, B-score; FluxOR fluorescence; hits give low values; B-score at 10 µM; actives 0.84% (n = 340,000);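 active = B-score under library mean minus 4 SD, starting fluorescence ratio at most library mean plus 5 SD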;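 note: more negative B-score means stronger inhibition of thallium flux through KCNK3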
TRPC4 inh = inhibitors of mouse TRPC4 channel, primary screen, Fluo4 calcium, HEK293 TRPC4beta/mu-opioid cells. Short transient receptor potential channel 4 (Mus musculus), Q9QUQ5. DAMGO-evoked Fluo4 calcium flux; hits give low values. B-score at 10 µM. actives 0.39% (n = 300,000). AID 2247, 2010;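 active = B-score over 3 SD under the library average, no early fluorescence shift, positive overall ratio signal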
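Material: HEK293 cells with stable TRPC4beta plus mu-opioid receptor expression / Probe or stimulus: DAMGO in two steps, submaximal then maximal / Compound: single concentration per test compound / Technique: kinetic Fluo4 fluorescence imaging of calcium influx / Read-out: per-well B score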
Active calls of the source: *; i = inactive; . = not tested or not shown; & = joins results of further samples. An excerpt, so the mix of outcomes need not match the whole.

SMILES	TRPC4 act	Platelet DG rel	hERG protect	DYRK1A inh	PolyA inh	KCNQ1 inh	TRPC4 PAM	KCNK9 inh	KCNQ1 act	KCNK3 block	TRPC4 inh
CCc1ccc2c(c1)C(=O)C(=O)N2CC(=O)Nc1ccc(NC(=O)c2ccccn2)cc1	i	0	-7	0	i	i	i	i	i	i	i
COC(=O)C(NC(=O)CCc1c(C)nc2ncnn2c1C)C(C)C (configuration not stated)	i	0	-13	-2	i	i	i	i	i	i	i
COc1ccc(-c2cc(C(=O)N3CCN(c4ccccc4F)CC3)c3ccccc3n2)c(OC)c1	i	34	-19	-3	i	7*	i	i	i	i	i
O=C(c1cc(COc2ccccc2)on1)N1CCCC(CN2CCOCC2)C1 (configuration not stated)	i	-2	-5	6	i	i	i	i	i	i	i
O=C(Nc1c[nH]c(=O)[nH]c1=O)c1cc([N+](=O)[O-])cc([N+](=O)[O-])c1	i	11	-12	3	.	i	i	i	i	i	i
Cc1ccc[n+](CC(=O)c2ccc(Br)cc2)c1C	i	-8	-5	4	i	i	i	i	i	i	i
CC(C)=NNc1nc(-c2ccc([N+](=O)[O-])cc2)cs1	i	-3	-16	.	i	i	i	i	i	i	i
O=C(CCNS(=O)(=O)c1ccc(Br)s1)Nc1ccc(Cl)cc1	i	19	-10	5	i	i	i	i	i	i	i
CCOc1ccccc1C(=O)N1CCN(C(c2ccccc2)c2ccccc2)CC1	i	8	-12	-7	i	i	i	-8.4*	i	i	i
Cc1cn(C2OC(COC(=O)c3ccccc3)C(OC(=O)c3ccccc3)C2OC(=O)c2ccccc2)c(=O)[nH]c1=O (configuration not stated)	i	-1	-17	-5	i	i	i	-10*	i	-11*	i
CCCCC(NC(=O)Cc1c(C)c2cc3c4c(oc3cc2oc1=O)CCCC4)C(=O)O (configuration not stated)	i	3	-8	12	i	i	i	i	i	i	i
O=C(N/N=C/c1cc2ccccc2nc1Cl)c1ccncc1	i	1	-11	5	i	i	i	i	i	i	i
Cc1cc(=O)oc2cc(Oc3ncccc3[N+](=O)[O-])ccc12	i	2	-3	0	i	i	i	i	i	i	i
O=C1Nc2ccccc2N(O)N1c1ccc(S(=O)(=O)N2CCCCCC2)cc1	i	9	-3	5	i	i	i	i	i	i	i
O=C(CCc1nc2ccccc2c(=O)[nH]1)NCc1ccccn1	i	0	-4	3	i	i	i	i	i	i	i
CN(C)C(=O)C(NC(=O)c1ccccc1)=C(Cl)Cl	i	2	-11	-5	.	i	i	i	i	i	i
COCCN=C1N[C@@H](c2ccccc2)C(C(=O)OC)=C(C)N1Cc1ccccc1	i	2	-8	-14	i	i	i	i	i	i	i
CNS(=O)(=O)c1cccc(C(=O)OCC(=O)N2CCCC2)c1	i	1	-2	4	i	i	i	i	i	i	i
Cc1onc(-c2c(F)cccc2Cl)c1C(=O)Nc1nnc(-c2ccccc2)s1	i	-2	-6	-6	i	i	i	i	i	i	i
CCc1nc2cc(C)nn2c2nc3ccccc3n12	i	0	-4	-1	i	i	i	i	i	i	i
Cc1ccc(NC(=O)C2C3CCCC2C3c2ccccc2)cc1 (configuration not stated)	i	-5	-4	-3	i	i	i	i	i	i	i
Cc1ccn(CC(=O)N2CCCC(N3CCN(c4ccc(F)cc4)CC3)C2)n1 (configuration not stated)	i	8	-9	-3	i	i	i	i	i	i	i
CCCn1c(=S)[nH]c2ccccc2c1=O	i	2	1	-3	i	i	i	i	i	i	i
CCOC(=O)N1CCN(C(=O)CN(C)S(=O)(=O)c2ccc(Cl)cc2)CC1	i	4	-4	-2	i	i	i	i	i	i	i
CC(C)Cn1c(S(=O)(=O)O)nc2ccccc21	i	13	-4	-2	i	i	i	i	i	i	i
O=C(/C=C/c1ccco1)NC(=S)N1CCCCC1	i	3	-9	-3	i	i	i	i	i	i	i
O=C(Nc1cccc(Cl)c1)c1ccc(F)c(S(=O)(=O)NCc2ccc3c(c2)OCO3)c1	i	-2	-7	1	i	i	i	i	i	i	i
CNC(=O)c1ccc(-c2ccc(Cl)c(Cl)c2)s1	i	0	-4	3	i	i	i	i	i	i	i
O=C(Nc1nc2ccc(S(=O)(=O)N3CCCC3)cc2s1)C1CCCCC1	i	-11	2	31	i	i	i	i	i	i	i
COc1ccc2nc3ccccc3nc2c1N	i	-6	2	14	i	i	i	i	i	i	i
Cc1ccc(S(=O)(=O)Nc2ccc(N3CCCCC3)cc2)cc1	i	-1	-8	-3	i	i	i	i	i	i	i
COc1ccc2c(Cl)c(C(=O)NN)sc2c1	i	-4	-14	26	i	i	i	i	i	i	i
O=C(Oc1ccc(C(=S)N2CCC(O)CC2)cc1)c1ccc(Cl)cc1	i	-14	-4	1	i	i	i	i	i	i	i
CO[C@H]1O[C@H](CBr)[C@@H](OC(=O)c2ccccc2)[C@H](O)[C@H]1O	i	3	-9	4	i	i	i	i	i	i	i
CC(=O)N1CCn2c3c(c(=O)c4cc(C)ccc42)CCC31 (configuration not stated)	i	3	-6	5	i	i	i	i	i	i	i
O=S(=O)(NC1CCCCC1N1CCN(c2ccccc2F)CC1)c1ccccc1 (configuration not stated)	i	-8	-5	-8	i	i	i	-7.6*	i	-9.1*	i
CC(NC(=O)c1ccc2c(=O)n3c(nc2c1)CCC3)c1ccc(S(N)(=O)=O)cc1 (configuration not stated)	i	.	-19	-5	i	i	i	i	i	i	i
O=C(OCCN1CCCCC1)c1ccc(O)cc1	i	8	-10	1	i	i	i	i	i	i	i
Cn1c(SCC(=O)c2ccc(O)c(O)c2)nnc1-c1cccs1	i	-3	-12	-6	i	i	i	i	i	i	i
CCCCNC(=O)[C@H]1C[C@H]1[C@@H](O)[C@H](CO)NC(=O)[C@H](CC(C)C)NC(=O)OC(C)(C)C	i	5	-2	.	i	i	i	i	i	i	i
CC(=O)Nc1nc2n(n1)C(c1ccccc1)C=C(c1ccccc1)N2 (configuration not stated)	i	-5	-1	-1	i	i	i	i	i	i	i
COc1cc(NC(=O)c2ccc3c(c2)OCCO3)ccc1NC(=O)c1ccccc1Cl	i	2	-15	-1	i	i	i	i	i	i	i
COc1ccc(/C=N/N(C(C)=O)c2nc(-c3ccc(C)cc3)cs2)cc1	i	2	-10	0	i	i	i	i	i	i	i
Fc1ccc(SCCc2ccccn2)cc1	i	-27&12	-5&-9	-10&0	i	i	i	i	i	i	i
Cc1csc(=O)n1CC(=O)OCC(=O)Nc1cc(Cl)ccc1[N+](=O)[O-]	i	-4	-13	-3	i	i	i	i	i	i	i
CC(=Nc1ccccc1C)C1=C(O)CSC1=O	i	8	0	.	i	i	i	i	i	i	i
CCOc1cc(C(=O)O)cc(Cl)c1OC	i	.	-2	-4	.	i	i	i	i	i	i
CCOc1ccccc1C(=O)Nc1nccs1	i	0	-6	12	i	i	i	i	i	i	i
O=C(N/N=C/c1ccco1)c1cc(-c2cccc3ccccc23)n[nH]1	i	-1	-8	18	i	i	i	i	i	i	i
CCOC(=O)C1C(=O)NC(N2CCOCC2)=NC1C(C)C (configuration not stated)	i	-4	-9	-2	i	i	i	i	i	i	i

Looked up one by one from above:
SMILES	TRPC4 act	Platelet DG rel	hERG protect	DYRK1A inh	PolyA inh	KCNQ1 inh	TRPC4 PAM	KCNK9 inh	KCNQ1 act	KCNK3 block	TRPC4 inh
O=C(CCNS(=O)(=O)c1ccc(Br)s1)Nc1ccc(Cl)cc1	i	19	-10	5	i	i	i	i	i	i	i
COc1ccc(/C=N/N(C(C)=O)c2nc(-c3ccc(C)cc3)cs2)cc1	i	2	-10	0	i	i	i	i	i	i	i

(list continues)
SMILES	TRPC4 act	Platelet DG rel	hERG protect	DYRK1A inh	PolyA inh	KCNQ1 inh	TRPC4 PAM	KCNK9 inh	KCNQ1 act	KCNK3 block	TRPC4 inh
Nc1nonc1-n1nnc(C(=O)N/N=C/c2c[nH]c3ccccc23)c1-c1ccccc1	i	-5	-10	13	i	i	i	i	i	i	i
O=C(NCCC1CCCCN1S(=O)(=O)c1cccs1)C(=O)Nc1ccc(F)cc1F (configuration not stated)	i	-30	-17	9	i	i	i	i	i	i	i
Cc1ccc(NC(=O)c2c(Cl)nc3ccccn23)cc1	i	2	-4	-4	i	i	i	i	i	i	i
C=CCN1C(=O)/C(=C/c2ccc(OCC(=O)O)cc2)S/C1=N/c1nccs1	i	6	-22	-6	i	i	i	i	i	i	i
COc1cccc(NC(=O)CSc2nnc3ccc(-c4ccncc4)nn23)c1	i	-3	-6	-1	i	i	i	i	i	i	i
Cc1ccc(C(=O)N2CCCC(C(=O)c3ccc(Oc4ccccc4)cc3)C2)cn1 (configuration not stated)	i	3	-13	-3	i	i	i	i	i	i	i
C/C(=N\NC(=O)Cn1nc(C)c([N+](=O)[O-])c1C)c1ccc(Cl)s1	i	-7	-7	-1	i	i	i	i	i	i	i
COC(=O)c1ccc(OC(=O)C2CC(=O)N(c3ccc(C)cc3C)C2)cc1 (configuration not stated)	i	10	-13	0	i	i	i	i	i	i	i
CN1CCN(Cc2cn[nH]c2-c2ccc(F)cc2F)[C@@H](c2ccccc2)C1	i	9	-7	7	i	i	i	i	i	i	-5*
COc1cc(-c2nnc(CSc3nnc(Nc4ccc(C(C)C)cc4)s3)o2)cc(OC)c1OC	i	6	-15	-3	i	i	i	i	i	i	i
CC(C)CCNC(=O)c1cccc(C(=O)NCCC(C)C)c1	i	-3	-10	-2	i	i	i	i	i	i	i
CS/C(=C\C(=O)c1ccco1)Nc1ccccc1Cl	i	-2	1	0	i	i	i	i	i	-11*	i
CC(C)C(C)NC(=O)CN1C(=O)NC2(CCc3ccccc3C2)C1=O (configuration not stated)	i	-8	0	1	i	i	i	i	i	i	i
Cc1cc(C)c(S(=O)(=O)NCc2cccnc2)cc1C	i	-6	-3	3	i	i	i	i	i	i	i
